# p53ts 32C kill – cytotoxicity in p53ts cells at permissive temperature. H1299-p53A138V at 32C, ATP luminescence viability, 24 h. Potency, µM (highest dose often 46.1 µM), for the others: at the highest dose activity change, negative = cytotoxicity, hits mostly cytotoxic. 130,000 tested, 0.93% active. AID 924;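 further: 0% = DMSO and -100% = full killing by reference compound; nearly all actives have a fitted effect of over 55% in size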
#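 Cells: H1299 p53ts (A138V), 600/well, pre-incubated 16–30 h at 37C. Cpd up to 46 uM, 24 h, 32C. Readout: ATPlite luminescence, 20 min RT. Normalization: DMSO vs tamoxifen 100 uM. AC50 by Hill equation.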
# Imprint erasure – genomic imprint erasure induction; AID 1948; mouse ES Peg3-LacZ reporter, beta-gal luminescence, 40 h; Potency, µM (titrated, usually from 60.7 µM), for inactives: top-dose activity change, positive = activation, actives largely listed as activators; 110,000 tested, 0.02% active;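 further: 0% = negative control wells on the plate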
#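 Gelatin-coated wells received 300 freshly trypsinized female ES cells with a Peg3LacZ-Neo reporter on the maternal allele, then incubated 40 hours at 37C. BetaGlo was added for 5 minutes at room temperature before a single luminescence read.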
# p53ts 39C tox – kills p53ts cells at the nonpermissive temperature; H1299-p53A138V viability at 39C, ATP luminescence, 24 h; 130,000 tested, 1.5% active; Potency, µM (series often up to 46.1 µM), without a hit: at the highest dose activity change, negative = cell killing, most hits filed as cytotoxic; further: nearly all actives have a fitted effect of over 55% in size
# IkB signaling – inhibitors of IkB signaling in ABC-DLBCL cells; ABC-DLBCL IkBa-CBG/CBR dual luciferase ratio, 4 h; response scale: scaled: untreated 0%, proteasome inhibitor 100%; Potency, µM (doses to about 57.1 µM), inactives show at the top dose IkBa stabilization activation; 110,000 tested, 0.04% active; active means well fitted curve in the direction sought with a large enough effect in the signal ratio, not every such curve was filed as active; inconclusive means small, poorly fitted or top-dose-only effect, or a change in a side signal; the % refers to the signal ratio;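 further: the direction sought is a rising ratio; 0% = basal untreated cells and 100% = reference inhibitor full response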
#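 In this assay, an IκBα–CBG68 fusion accumulates when IKK-driven degradation is blocked; native CBR normalizes for cell number. OCI-Ly3 cells were treated 4 h with compound and doxycycline, then green and red light read after Chroma-Glo addition.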
# An asterisk follows results filed as active; ? = inconclusive; nt = no result given; [ ] = dose if it differs, or a comment. Unless noted, the call rests on the fitted dose curve; in most records, active means well fitted curve in the direction sought with a large enough effect; inconclusive means small, poorly fitted or top-dose-only effect, or another doubt; inactive means no such curve, though single readings can be large; an effect the other way counts as inactive or inconclusive. Unless noted, on the % scale 0 is the no-effect control and ±100 the full control effect; potency means the concentration at half of the fitted maximal effect. Random draw from the library (roughly 1.7% active in at least one column).
cpd | structure | p53ts 32C kill | Imprint erasure
1 | Cc1csc2nc(COc3ccccc3NC(=O)c3ccco3)cc(=O)n12 | -10% | 16%[10.9 µM]
2 | COc1ccc(-n2c(=O)c3sc4ccccc4c3n(CC(=O)N3CCCC3)c2=O)cc1 | 2% | 15%[10.9 µM]
3 | CCCC(C(=O)NC1CCCCC1)N(Cc1ccco1)C(=O)CNS(=O)(=O)c1ccccc1 (stereo not drawn) | 1% | 0%
4 | CO[C@@H]1O[C@@H]2COC(c3ccccc3)O[C@@H]2[C@@H](OC)[C@@H]1O (stereo partly drawn) | 0% | nt
5 | CC(=O)Nc1ccc2c(c1)nc(CCN1CCN(C)CC1)n2C | -7% | -2%
6 | CCOC(=O)c1sc(NC(=S)n2cc(C)cn2)c(C(=O)OCC)c1C | -8% | 7%
7 | CCc1ccccc1NC(=O)Cn1cc2c(n1)CCC(C)C2 (stereo not drawn) | 0% | 18%[10.9 µM]
8 | O=C1CCC(C(=O)Nc2cccc(C(F)(F)F)c2)N1 (stereo not drawn) | 13% | 10%

cpd | p53ts 39C tox | IkB signaling
1 | 27% | -0.3%
2 | -10% | 1.4%
3 | 17% | 2.6%
4 | 16% | nt
5 | 4% | -2.5%
6 | 5% | -0.6%
7 | 8% | -1.2%
8 | 6% | -1.4%

# Remaining list, next part.
cpd | structure | p53ts 32C kill | Imprint erasure
9 | CCOc1ccc(-c2nn[nH]n2)cc1OCC | 2% | nt
10 | CCOC(=O)Cn1c(CN2CCN(c3ccc(OC)cc3)CC2)nc2c1c(=O)[nH]c(=O)n2C | 18% | -4%[10.9 µM]
11 | COc1cc2c(cc1NC(=O)COC(=O)C1CC(=O)N(Cc3ccco3)C1)oc1ccccc12 (stereo not drawn) | -2% | -13%
12 | CCc1nn(CC(=O)NCCN(CC)CC)c(=O)c2cc3occc3n12 | 0% | 6%[10.9 µM]
13 | Cc1c(CC(C)(C)C(=O)O)n(Cc2ccc(Cl)cc2)c2ccc(F)cc12 | 11% | -3%
14 | CC1CCN(c2ncccc2C(=O)O)CC1 | -5% | nt
15 | CCOC(=O)C1CCN(c2nc3ccccc3nc2Cl)CC1 | -4% | 11%[10.9 µM]
16 | CC(C)NS(=O)(=O)c1ccc(OCC(=O)Nc2ccccc2F)cc1 | -4% | -8%

cpd | p53ts 39C tox | IkB signaling
9 | 7% | nt
10 | 11% | 1.2%
11 | -11% | 1.2%
12 | -4% | 1.2%
13 | -13% | ?
14 | -3% | 2.5%
15 | 7% | ?
16 | 3% | 3.5%

# Continuation:
cpd | structure | p53ts 32C kill | Imprint erasure
17 | COC(=O)c1c(OC)cc2c(c1C)Oc1c(Cl)c(OC(C)=O)c(Cl)c(C)c1C(=O)O2 | -1% | -10%
18 | Cc1ccc(N2CC(C(=O)OCC(=O)C(C)(C)C)CC2=O)cc1C (stereo not drawn) | -6% | 0%
19 | COc1cc2ncc3c(-c4ccccc4)nn(CC(=O)NC4CCCCC4)c3c2cc1OC | -2% | -5%[10.9 µM]
20 | Cc1ccc(NC(=O)c2ccc(CN3C(=O)CCn4nc(C)cc43)cc2)c(Cl)c1 | -15% | 5%[10.9 µM]
21 | O=C(CN1CCOCC1)Nc1ccccc1NC(=O)C1CCN(c2ncccn2)CC1 | 8% | -4%
22 | COc1ccc2c(c1)c1c(c(=O)n(-c3cccc(Cl)c3)c(=O)n1CC(=O)N1CCCC1)n2C | 5% | 2%[10.9 µM]
23 | O=C(CCn1c2c(c3ccccc31)CCCC2)NNC(=O)c1ccccc1Cl | -4% | nt
24 | COc1ccc(N2CCN(c3cc(C)nc4nc(-c5ccc(C)cc5)nn34)CC2)cc1 | 7% | 2%[10.9 µM]

cpd | p53ts 39C tox | IkB signaling
17 | -9% | nt
18 | 3% | 0.2%
19 | 1% | ?
20 | ? | -1.6%
21 | -8% | -0.1%
22 | 14% | -0.8%
23 | -9% | nt
24 | 11% | ?

# (continued)
cpd | structure | p53ts 32C kill | Imprint erasure
25 | Cc1cc2nc(-c3cc(NC(=O)c4cc5ccccc5o4)ccc3Cl)oc2cc1C | -13% | -11%[10.9 µM]
26 | COC(=O)[C@H](C)NC(=O)Nc1ccccc1C(F)(F)F | 2% | -6%
27 | CC(C)(C)S(=O)(=O)c1ccc(S(=O)(=O)C(C)(C)C)s1 | -17% | nt
28 | CCN=C(NCC)SC1CC(=O)N(c2cccc(OCC)c2)C1=O (stereo not drawn) | 0% | -1%
29 | COc1ccccc1NC(=O)N1CCCC1C(=O)Nc1ccc(NC(C)=O)cc1 (stereo not drawn) | 7% | nt
30 | CCOC(=O)c1c(C)c(C(=O)NCCCOC)c(C)n1C | 12% | 2%
31 | COc1ccc(N(CC(=O)Nc2ccc(F)c(Cl)c2)S(=O)(=O)c2c(C)noc2C)cc1 | 13% | -13%
32 | CC(C)CNC(=O)N1[C@H](c2cccs2)[C@@H](C)C(=O)[C@@H](C)[C@@H]1c1cccs1 | -2% | -10%[10.9 µM]

cpd | p53ts 39C tox | IkB signaling
25 | ? | 5.8%
26 | -3% | 0.8%
27 | -8% | nt
28 | -2% | ?
29 | -6% | 1.5%
30 | 14% | -0.3%
31 | ? | ?
32 | 25% | -1.1%

# Next part
cpd | structure | p53ts 32C kill | Imprint erasure
33 | Cc1noc(C)c1S(=O)(=O)N(CC(=O)NCc1ccc2c(c1)OCO2)c1ccc(C(C)C)cc1 | 7% | -17%
34 | O=S(=O)(c1cc(F)cc(F)c1)N1CCN(c2ncccn2)CC1 | -1% | -1%
35 | COc1ccc(NC(=O)C2CCN(c3cc(C)nc4c(-c5ccc(Cl)cc5)c(C)nn34)CC2)cc1 | 6% | 5%[10.9 µM]
36 | CCOC(=O)CNC(=O)Nc1cccc(Cl)c1C | 4% | -7%
37 | COc1ccccc1NC(=O)c1c(NCc2ccc(OC)c(OC)c2OC)sc2c1CCC2 | 14% | -8%[10.9 µM]
38 | O=C(CN1C2CCC1CC(NC(=O)Nc1ccccc1)C2)NCc1ccco1 (stereo not drawn) | 2% | -14%
39 | CCOC(=O)c1ccc2c(c1)N(CC(=O)N(C)c1ccccc1)C(=O)c1ccccc1S2 | 25% | -9%[10.9 µM]
40 | CCCC(=O)Nc1ccccc1C(=O)OCc1cc(=O)n2nc(C(C)C)sc2n1 | 5% | -11%[10.9 µM]

cpd | p53ts 39C tox | IkB signaling
33 | 10% | ?
34 | 0% | -0.5%
35 | -6% | -0.4%
36 | 7% | -1.5%
37 | 24% | 2.5%
38 | 0% | 1.4%
39 | -10% | 4.5%
40 | -8% | ?

# The list goes on.
cpd | structure | p53ts 32C kill | Imprint erasure
41 | COc1ccc(C(=O)NC2CCSC2=O)cc1 (stereo not drawn) | 19% | nt
42 | Cc1ccc(Nc2c3c(nc4nncn24)CCC3)cc1 | 10% | 10%[10.9 µM]
43 | Cc1ccc(C2=Nc3ccccc3N(CC(=O)NCc3ccc(F)cc3)C(=O)C2)cc1C | -14% | -14%[10.9 µM]
44 | CCC1Oc2ccc(C)cc2N(CC(=O)NCc2ccc(OC)cc2)C1=O (stereo not drawn) | 12% | -4%[10.9 µM]
45 | Cc1cc(C)c2nc(N3CCCC(C(=O)NCCN4CCOCC4)C3)sc2c1 (stereo not drawn) | -20% | 0%
46 | CCOCCc1nn2c(=O)cc(COC(=O)C3CCCCC3)nc2s1 | -2% | ?
47 | CCOC(=O)c1sc(N)c(C(=O)OCC)c1COC(=O)C1CC(=O)N(Cc2ccco2)C1 (stereo not drawn) | 3% | -7%
48 | c1ccc(CC2CCN(C(c3cccs3)c3nnnn3C3CCCC3)CC2)cc1 (stereo not drawn) | 3% | nt

cpd | p53ts 39C tox | IkB signaling
41 | 14% | nt
42 | -23% | -0.4%
43 | 10µM* | -3.2%
44 | -13% | -0.7%
45 | -13% | 0.1%
46 | -10% | 0.3%
47 | -6% | -0.7%
48 | -2% | -2.5%

# Reprinted from the part before: four compounds, then new ones.
cpd | structure | p53ts 32C kill | Imprint erasure
45 | Cc1cc(C)c2nc(N3CCCC(C(=O)NCCN4CCOCC4)C3)sc2c1 (stereo not drawn) | -20% | 0%
46 | CCOCCc1nn2c(=O)cc(COC(=O)C3CCCCC3)nc2s1 | -2% | ?
47 | CCOC(=O)c1sc(N)c(C(=O)OCC)c1COC(=O)C1CC(=O)N(Cc2ccco2)C1 (stereo not drawn) | 3% | -7%
48 | c1ccc(CC2CCN(C(c3cccs3)c3nnnn3C3CCCC3)CC2)cc1 (stereo not drawn) | 3% | nt
49 | CCCCc1c(C(=O)O)cc(OC)cc1C(=O)O | -4% | 15%
50 | O=C(CN1C(=O)NC2(CCCCC2)C1=O)NCCC1=CCCCC1 | 0% | 3%
51 | CCOC(=O)Cc1c(C)nc(-c2ccccc2)[nH]c1=O | -7% | -12%
52 | Cc1cc(C(F)(F)F)nn1CCCNC(=O)c1cnccn1 | 4% | nt
53 | CCc1sc(Nc2ccc(Cl)cc2)nc1-c1cc2cccc(OC)c2oc1=O | 5% | -7%[10.9 µM]
54 | c1nc(COc2nsnc2N2CCOCC2)cs1 | -5% | -1%
55 | COC(=O)c1ccc([C@H]2Nc3ccc(S(=O)(=O)Nc4ccc(C)cc4)cc3[C@H]3C=CC[C@H]32)cc1 | 6% | -13%[10.9 µM]
56 | Cc1nc2ccccc2c(=O)n1NS(C)(=O)=O | 0% | -4%

cpd | p53ts 39C tox | IkB signaling
45 | -13% | 0.1%
46 | -10% | 0.3%
47 | -6% | -0.7%
48 | -2% | -2.5%
49 | 6% | -0.9%
50 | 3% | 5.4%
51 | 4% | 2.0%
52 | 7% | nt
53 | -22% | 9.7%
54 | 2% | -0.6%
55 | -14% | ?
56 | 3% | 0.7%

# Additional entries:
cpd | structure | p53ts 32C kill | Imprint erasure
57 | O=C(COc1ccc(Cl)cc1)Nc1ncccn1 | -30% | -32%[inhibitor]
58 | CCOc1cccc(C2c3c(oc4ccc(F)cc4c3=O)C(=O)N2CCc2ccc(OC)cc2)c1 (stereo not drawn) | -9% | 9%[10.9 µM]
59 | O=C(Nc1cccc2cccnc12)c1cccc(N2C(=O)CCC2=O)c1 | -21% | -12%
60 | CC(=O)c1cccc(NC(=O)c2ccc3c(c2)CCN3S(=O)(=O)c2ccccc2)c1 | 6% | -12%[10.9 µM]
61 | CC(C)c1ccc(Nc2sc(C(=O)c3ccccc3)c(N)c2S(=O)(=O)c2ccccc2)cc1 | 18% | -16%[10.9 µM]
62 | O=C(NC1CC2CCCC(C1)N2Cc1cccs1)N1CCOCC1 (stereo not drawn) | -1% | -4%
63 | O=C(CCCSc1nc2ccccc2s1)Nc1nccs1 | 20% | -7%
64 | Cc1cccc(NC(=S)NNC(=O)CCn2nc(C)c([N+](=O)[O-])c2C)c1 | -24% | nt

cpd | p53ts 39C tox | IkB signaling
57 | -18% | 4.8%
58 | 17% | -1.0%
59 | -18% | 3.7%
60 | -15% | 3.4%
61 | 0% | 0.4%
62 | 2% | 0.6%
63 | -2% | ?
64 | 4% | nt

# 4 structures from above, sorted by molecular weight, lowest first:
cpd | structure | p53ts 32C kill | Imprint erasure
63 | O=C(CCCSc1nc2ccccc2s1)Nc1nccs1 | 20% | -7%
62 | O=C(NC1CC2CCCC(C1)N2Cc1cccs1)N1CCOCC1 (stereo not drawn) | -1% | -4%
64 | Cc1cccc(NC(=S)NNC(=O)CCn2nc(C)c([N+](=O)[O-])c2C)c1 | -24% | nt
60 | CC(=O)c1cccc(NC(=O)c2ccc3c(c2)CCN3S(=O)(=O)c2ccccc2)c1 | 6% | -12%[10.9 µM]

cpd | p53ts 39C tox | IkB signaling
63 | -2% | ?
62 | 2% | 0.6%
64 | 4% | nt
60 | -15% | 3.4%

# Complete entries, looked up by structure:
# CCOc1cccc(C2c3c(oc4ccc(F)cc4c3=O)C(=O)N2CCc2ccc(OC)cc2)c1 (stereo not drawn) in the list: p53ts 32C kill = -9%; Imprint erasure = 9%[10.9 µM]; p53ts 39C tox = 17%; IkB signaling = -1.0%
# O=C(CCCSc1nc2ccccc2s1)Nc1nccs1 in the list: p53ts 32C kill = 20%; Imprint erasure = -7%; p53ts 39C tox = -2%; IkB signaling = ?

# From PubChem BioAssay
